Bioassay records as filed in PubChem BioAssay.
Giardia kill – Small Molecules that selectively kill Giardia lamblia: qHTS | actives 0.15% (n = 340,000) | Giardia lamblia trophozoite viability | AID 540267, 2011 | activity change, % at 7.66 µM, hits read low; in the data active = activity change below about -80%; inconclusive = between about -30% and that limit;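 note: parasites exposed to compound for two days anaerobically before the ATP read; % is set by controls: 0 for no effect and ±100 for the full control effect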
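Luminescence from cellular ATP indicates surviving trophozoites (100 cells/well) following 48 hrs anaerobic compound treatment at 37 deg C; signal develops 15-30 min at room temperature.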
CXXC DNA block – qHTS Fluorescence Polarization Assay for Inhibitors of MLL CXXC domain - DNA interaction | Potency, µM (highest dose often 115 µM), without a hit: top-dose activity change, negative = inhibition, actives largely listed as inhibitors | MLL-CXXC / FITC-HOXA9 DNA fluorescence polarization | Histone-lysine N-methyltransferase 2A (Homo sapiens), Q03164 | actives 0.037% (n = 290,000); active = well fitted inhibition curve with a large enough effect in the polarisation, with a control signal flat, not every such curve was filed as active; inconclusive = small, poorly fitted or top-dose-only effect, or effect the other way, or a change in a side signal; inactive = no such curve, though single readings can be large or run the other way; the % refers to the polarisation; note: potency is the fitted concentration of half-maximal effect
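Fluorescence polarization: 7 uM MLL-CXXC (stock) preincubated 5 min with compounds, then 50 nM fluorescein-HOX-A9 DNA (stock) added; 30 min ambient. Buffer 50 mM Tris-HCl pH 7.5, 50 mM NaCl, 1 mM DTT, 0.05% BSA.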
TSHR antagonist – Antagonists of the Thyroid Stimulating Hormone Receptor: HTS campaign | Thyrotropin receptor (Homo sapiens), P16473 | TSHR-expressing cells, TSH-stimulated cAMP HTRF, 2 h; active compounds read low | activity change, negative = inhibition, % at 11.5 µM | actives 0.2% (n = 330,000);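 active = activity change below a set negative limit, meaning inhibition stronger than a set level, cut at about -70% in these data; inconclusive = activity change between two set negative limits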; note: % is set by controls: 0 for no effect and ±100 for the full control effect
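Competitive HTRF cAMP read-out (cryptate anti-cAMP antibody, cAMP-d2; 30 min, room temperature) in freshly harvested TSHR cells. Compounds added before TSH at EC80 (4nM final), followed by 2 hours' incubation at 37 deg C.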
Coupling enz – qHTS Assay for Inhibitors of Fructose-1,6-bisphosphate Aldolase from Giardia Lamblia: Coupling assay counterscreen; coupling enzyme system counterscreen, AmpLite Red fluorescence; activity change, negative = inhibition, % at 58.2 µM, hits read low; actives 0.67% (n = 290,000); AID 2472, 2010; in the data active = activity change below about -30%; note: % is set by controls: 0 for no effect and ±100 for the full control effect
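Compounds tested against the coupling enzymes alone at 57.5 uM final; readout was AmpLite Red fluorescence (525/598 nm) after 20 min at RT.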
GALK inh – qHTS Assay for Inhibitors of Human Galactokinase (GALK); P51570; Purified GALK, Kinase-Glo residual ATP luminescence; Potency, µM (series often up to 57.5 µM), for the others: at the top dose activity change, negative = inhibition, most hits filed as inhibitors; actives 0.007% (n = 270,000); note: potency is the fitted concentration of half-maximal effect; % is set by controls: 0 for no effect and ±100 for the full control effect
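Galactose (100 uM) and ATP (35 uM) were turned over by 5 nM GALK for 1 h at RT. Kinase-Glo Plus then converted the remaining ATP into a luminescent signal.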
KCNH2 WT inh – qHTS for Inhibitors of KCHN2 3.1: Wildtype qHTS. Voltage-gated inwardly rectifying potassium channel KCNH2 (Homo sapiens), Q12809. U2OS, BacMam KCNH2, thallium flux FluxOr; active compounds read low. activity change, % at 1.84 µM. actives 0.37% (n = 340,000). AID 720551, 2013;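 active = maximum activity change below -70%; inconclusive = maximum activity change between -70% and -50%; inactive = maximum activity change above -50%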; note: % is set by controls: 0 for no effect and ±100 for the full control effect
Target sequence (Q12809 whole entry, looked up): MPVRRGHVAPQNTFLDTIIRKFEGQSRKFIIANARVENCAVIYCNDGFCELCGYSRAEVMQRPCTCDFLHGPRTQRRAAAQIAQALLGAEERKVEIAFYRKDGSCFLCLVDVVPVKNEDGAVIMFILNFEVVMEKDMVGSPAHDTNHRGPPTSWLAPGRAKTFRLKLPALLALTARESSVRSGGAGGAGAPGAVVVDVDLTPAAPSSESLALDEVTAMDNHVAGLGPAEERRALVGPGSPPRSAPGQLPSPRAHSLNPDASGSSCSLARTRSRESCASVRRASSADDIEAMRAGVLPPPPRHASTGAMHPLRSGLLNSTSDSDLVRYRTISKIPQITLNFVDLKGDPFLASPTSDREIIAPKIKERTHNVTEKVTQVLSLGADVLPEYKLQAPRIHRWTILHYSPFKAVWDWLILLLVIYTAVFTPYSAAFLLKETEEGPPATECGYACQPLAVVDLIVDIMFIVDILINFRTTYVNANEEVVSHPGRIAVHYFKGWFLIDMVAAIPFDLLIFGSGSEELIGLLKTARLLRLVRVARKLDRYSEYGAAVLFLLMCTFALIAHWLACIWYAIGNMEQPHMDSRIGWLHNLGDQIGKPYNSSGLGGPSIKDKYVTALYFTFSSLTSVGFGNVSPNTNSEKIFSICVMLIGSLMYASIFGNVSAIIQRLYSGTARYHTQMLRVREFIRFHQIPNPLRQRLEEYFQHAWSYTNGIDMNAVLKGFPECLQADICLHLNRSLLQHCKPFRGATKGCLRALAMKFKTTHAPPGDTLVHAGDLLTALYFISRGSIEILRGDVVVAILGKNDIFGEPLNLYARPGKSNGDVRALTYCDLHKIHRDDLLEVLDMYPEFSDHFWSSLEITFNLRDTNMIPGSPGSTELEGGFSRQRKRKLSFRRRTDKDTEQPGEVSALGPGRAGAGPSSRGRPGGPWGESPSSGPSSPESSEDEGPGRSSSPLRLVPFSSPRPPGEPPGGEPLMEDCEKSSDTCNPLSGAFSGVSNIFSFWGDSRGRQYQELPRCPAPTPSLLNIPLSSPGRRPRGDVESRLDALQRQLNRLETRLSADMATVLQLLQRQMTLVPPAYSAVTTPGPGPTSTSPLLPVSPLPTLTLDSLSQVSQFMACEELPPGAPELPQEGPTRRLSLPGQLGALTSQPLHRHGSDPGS
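U2OS cells transduced with wild-type KCNH2 virus are loaded with FluxOr dye for 45 min, and thallium flux is measured in kinetic reads before and after stimulation buffer. Rate constants are normalized to DMSO controls.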
Tb PFK block – qHTS Assay to Find Inhibitors of T. brucei phosphofructokinase; ATP-dependent 6-phosphofructokinase (Trypanosoma brucei brucei), O15648; T. brucei PFK, ADP-Glo luminescence; Potency, µM (top dose mostly 57.5 µM), for inactives: top-dose activity, negative = inhibition, usual class: inhibitors; actives 0.17% (n = 330,000);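 note: potency is the fitted concentration of half-maximal effect; 0% = uninhibited 1x PFK enzyme wells and -100% = no-enzyme wells; nearly all actives have a fitted effect of over 60% in size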
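Luminescent ADP detection (ADP-Glo, two-step: ATP depletion then ADP-to-ATP conversion for luciferase) reported PFK activity after 45 min room-temperature reaction of 1.25 nM enzyme with 0.5 mM F6P and 0.1 mM ATP at pH 8.0.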
AT treatment – qHTS Assay for Identifying a Potential Treatment of Ataxia-Telangiectasia; […] A-T fibroblasts, KAP-1 phosphorylation AlphaLISA; neocarzinostatin DNA damage 30 min before lysis; actives 0.19% (n = 320,000); Potency, µM (highest dose often 57.5 µM), for the others: at the top dose activation, actives largely listed as activators; note: potency is the fitted concentration of half-maximal effect; % of control where 0% means no effect; nearly all actives have a fitted effect of over 45% in size
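hTERT-immortalized A-T patient fibroblasts ([…]), 500 cells/well in OPTI-MEM, 1% FBS, got compounds for 60 min, then NCS for 30 min at 37C. Lysates were then assayed for phospho-KAP-1 by AlphaLISA (anti-pKAP1 donor, anti-KAP1 acceptor beads), 6 hr at 25C.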
TCR activator – Activators of T cell receptors: qHTS campaign; 330,000 tested, under 10 active; AID 504894, 2011; Potency, µM (top dose mostly 9.22 µM), without a hit: at the highest dose activation of IL-2 secretion, usual class: activators; primary human leukocytes, anti-CD3, IL-2 HTRF, 48 h; note: % of control where 0% means no effect
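Human primary leukocytes + a-CD3 beads + cpd, 48 hr; IL-2 in supernatant by HTRF (ex 320nm / em 665nm). No co-stimulatory signal supplied.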
BCR signal inh – qHTS Assay to Find Inhibitors of Chronic Active B-Cell Receptor Signaling; ABC-DLBCL IkBa-CBG/CBR reporter, luminescence ratio, 4 h; Potency, µM (top dose mostly 46.1 µM), for the others: top-dose ratio change, negative = lower green/red ratio, actives largely listed as inhibitors; actives 0.05% (n = 340,000); AID 493014, 2011; active = well fitted inhibition curve with a large enough effect in the signal ratio, with a control signal flat, not every such curve was filed as active; inconclusive = small, poorly fitted or top-dose-only effect, or effect the other way, or a change in a side signal; the % refers to the signal ratio;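 note: potency is the fitted concentration of half-maximal effect; plate controls were basal doxycycline-induced cells for no effect and cells given 10 µM MG132 for full effect; MG132 reads +100%, hits lower the ratio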
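Concentration-response series (up to 46 uM) were applied to TMD8 dual-reporter cells for 4 h at 37C with doxycycline. Green/red ratio, after filter-overlap correction, defined %Activity; red signal alone was normalised to basal cells and zero luminescence.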
* marks the source's active call; other numbers are inactive results; ? = inconclusive; · = not tested or not shown; & = joins results of further samples; [ ] = another dose, or the depositor's remark. Unless noted, calls come from the whole dose curve; as a rule, active = well fitted curve in the direction sought with a large enough effect; inconclusive = small, poorly fitted or top-dose-only effect, or another doubt; inactive = no such curve, though single readings can be large; an effect the other way counts as inactive or inconclusive.

SMILES	Giardia kill	CXXC DNA block	TSHR antagonist	Coupling enz	GALK inh	KCNH2 WT inh	Tb PFK block	AT treatment	TCR activator	BCR signal inh
COCCCNC(=O)CSc1nc2ccccc2c(=O)n1Cc1ccc2c(c1)OCO2	9	-3%	17	4	4%	2	-1%	-1%	·	0%
Cc1ccc(-c2nc3ccccc3n2C)o1	-16	0%	30	1	10%	1	-18%	·	0%	-4%
C1CCC(Nc2nnnn2C2CCCCC2)CC1	-5	2%	-3	0	0%	-2	-1%	-5%	0%	1%
CC(=O)c1sc(NC(=O)C(C)Oc2ccc3c(C)cc(=O)oc3c2)nc1C (stereo not drawn)	-5	11%	2	·	5%	16	0%	11%	0%	-5%
CCC(C)NC(=O)CS(=O)Cc1nc(-c2cccc(C)c2)oc1C (stereo not drawn)	6	-10%	9	-1	1%	3	5%	-11%	-14%	-27%
Cc1ccc(S(=O)(=O)N(C)C)cc1NC(=S)NCc1ccco1	15	6%	-4	-1	-2%	-11	-1%	5%	6%	17%
O=C(Cc1ccccc1)NNC(=O)Cc1ccccc1	-12	-3%	7	3	3%	-2	-9%	2%	-22%	7%
c1ccc(C(c2ccccc2)N2CCN(c3ccc4ccccc4n3)CC2)cc1	5	1%	-5	0	3%	14	-7%	10%	-3%	-1%
Cc1ccc(S(=O)(=O)N(C)c2ccc(OCC(=O)Nc3nc4ccccc4s3)cc2)cc1	10	16%	-20	1	1%	1	3%	9%	-1%[46.1 µM]	10%
Cc1nn(C(C)C)c(C)c1CN1CCCC(CCC(=O)NCc2ccccc2F)C1 (stereo not drawn)	11	-2%	14	1	-1%	5	4%	0%	3%	0%
COc1ccc(/C=C2\SC(=O)N(CCNC(=O)C3CSC4(C)CCC(=O)N34)C2=O)cc1 (stereo not drawn)	-15	·	2	·	·	-3	-14%	-2%	3%	-11%
CC(=O)C1=C(C)N(CC2CC2)C(=O)N[C@H]1c1ccc(Br)cc1	-26	-10%	4	7&4	·	9	0%	11%	0%	3%
Cn1c(=O)c2c(ncn2CC(=O)NC(C)(C)C)n(C)c1=O	7	-4%	-5	3	2%	-14	-2%	-1%	-22%	-1%
COc1ccc(N2CCN(C(=O)CCC(=O)N3CC(C)Oc4ccccc43)CC2)cc1 (stereo not drawn)	4	·	6	3	·	0	1%	1%	0%	-19%
Cc1cc(C)nc(NS(=O)(=O)c2ccc(NC(=O)Cc3ccccc3F)cc2)n1	9	0%	-3	0	-2%	28	-7%	7%	4%	-13%
O=C(CSc1ncccc1-c1nc2ccccc2[nH]1)N1CCN(c2ccccc2F)CC1	8	5%	-2	-2	6%	7	3%	30%	·	?
Cc1cccc(C)c1NC(=O)CNc1ccccc1	-4	3%	2	2	2%	2	-3%	-3%	-3%	-3%
O=C1OC(=O)c2c(Br)c(Br)c(Br)c(Br)c21	5	·	60	·	·	-4	0%	25%	0%	6%
COc1ccc(C(=O)O)cc1S(=O)(=O)N(C)CCc1ccccn1	-9	5%	1	1	9%	-1	-5%	-1%	-13%	12%
COc1ccc(CCn2c(NN=C3CCCC3)nc3c2c(=O)[nH]c(=O)n3C)cc1	-1	2%	-1	-8	-1%	7	-4%	-6%	-3%	-1%
Cc1cccc(NC(=O)CNC(=O)c2ccc(-n3cncn3)c([N+](=O)[O-])c2)c1C	10	·	5	·	·	-7	0%	9%	-1%	0%
COc1ccccc1NS(=O)(=O)CC12CCC(CC1=O)C2(C)C (stereo not drawn)	-5	2%	2	7	1%	-4	0%	0%	·	-6%
COc1ccc(CCN=Cc2c(C)[nH]n(-c3ccc([N+](=O)[O-])cc3)c2=O)cc1OC	2	-3%	0	0	-2%	0	0%	-1%	-2%	1%
Nc1nc(SCC(=O)NCc2ccccc2Cl)[nH]c(=O)c1NC(=O)c1ccccc1F	-1	1%	-6	0	1%	5	4%	3%	5%[46.1 µM]	-1%
CCOc1ccc(NC(=O)CSc2nc3ccccc3c(=O)n2CCCC(=O)NCCCN2CCCC2=O)cc1	11	-2%	-3	0	-2%	-9	-10%	0%	-1%	-8%
(listing goes on)
SMILES	Giardia kill	CXXC DNA block	TSHR antagonist	Coupling enz	GALK inh	KCNH2 WT inh	Tb PFK block	AT treatment	TCR activator	BCR signal inh
O=C(NCCc1ccccc1)c1ccc2nc(N3CCOCC3)sc2c1	-8	8%	0	2	·	22	4%	-6%	-2%	?
O=S(=O)(Nc1nc2ccccc2s1)c1cc(F)ccc1F	0	-7%	-18	·	-1%	2	1%	3%	5%	-2%
O=C(NC(=S)Nc1nc(-c2ccccc2)cs1)c1cccnc1	-5	2%	-19	2	0%	0	1%	6%	0%	16%
CCOC(=O)C1CCN(S(=O)(=O)c2ccc(C(C)=O)cc2)CC1	5	-13%	-5	5	1%	5	2%	3%	4%[46.1 µM]	1%
CCOc1ccc(C2C(C(=O)c3ccco3)=C(O)C(=O)N2CCCn2ccnc2)cc1OCC (stereo not drawn)	5	35%[activator]	2	-2	-3%	1	1%	0%	0%	10%
Cc1ccc(NC(=O)c2ccc(S(=O)(=O)N3CCOCC3)cc2)nc1	-5	6%	18	0	0%	-3	-2%	3%	10%	17%
O=c1[nH]n2c(=O)c3c([nH]c2c1N=Nc1cccc(Cl)c1)CCCC3	10	9%	-12	3	-2%	-1	-1%	·	7%[46.1 µM]	?
Cc1ccc(NC(=O)C(C)OC(=O)c2n[nH]c3ccccc23)cc1 (stereo not drawn)	-8	·	-8	·	·	4	1%	-3%	-7%	0%
O=C(NCc1ccccc1)c1ccccc1Br	-5	-6%	4	0	-2%	-3	-2%	1%	3%	-11%
Cc1ccc(NC(=O)c2cc(S(=O)(=O)N3CCOCC3)c(Br)s2)cc1	-1	16%	-13	-1	-2%	1	5%	-3%	-4%[46.1 µM]	12%
N#CC(=C=[N-])c1nc2ccccc2nc1-[n+]1ccccc1	5&6	18%&-2%	-7&-3	0&0	-2%&1%	5&-14	0%&-2%	1%&-3%	-3%	0%&-1%
CN(CC(=O)Nc1ccccc1Cl)C(=O)CSc1nncn1C	-23	·	4	·	·	2	-14%	2%	2%	?
CCN(C[C@H]1N[C@@](Cc2ccccc2)(C(=O)OC)[C@H]2C(=O)N(C)C(=O)[C@@H]12)C(=O)Nc1ccc(Cl)cc1	-7	·	13	·	·	6	1%	0%	-1%	?
CCSc1nnc(NC(=O)c2cccc3ccccc23)s1	10	9%	2	-4	0%	-6	-11%	-8%	6%	-20%
CSc1cccc(NC(=O)COc2cccc3ccccc23)c1	2	14%	-12	-2	-1%	-1	5%	1%	-7%	-24%
C[C@H](NC(=O)OC(C)(C)C)c1nnc(SCC(=O)c2ccc(Cl)cc2)o1	-5	8%	-5	0	1%	0	3%	5%	3%	-1%
CCCN(CCO)Cc1ccc2ccccc2c1	14	5%	-2	2	3%	27	0%	·	-15%	7%
O=C(NCc1cccc(F)c1)C1CCC(=O)N(CC2CCCCC2)C1 (stereo not drawn)	7	-4%	18	·	-3%	-14	1%	3%	-4%	-6%
CNC(=O)COC(=O)c1cc(-c2ccc(OC)cc2)nc2ccccc12	-15	-5%	-9	1	-3%	8	-1%	9%	1%	3%
Cc1cc(Cc2ccc([N+](=O)[O-])cc2)c(C)cn1	-4	-5%	-7	-1	-1%	13	-14%	-9%	·	0%
O=C(Nc1nnc(C(F)(F)F)s1)c1ccc(Br)s1	2	23%	?	-34*	4%	-8	2%	2%	-1%	·
COc1ccc(OC)c(Nc2nc3nonc3nc2N2CCCCC2)c1	-5	25%	-3	4	1%	-12	-6%	-1%	3%	-4%
CCOc1cc(/C=C2/SC(=O)N(CC(=O)N3CCc4ccccc4C3)C2=O)ccc1OCC(=O)O	-8	?	19	12	4%	4	-2%	-2%	9%	1%
COc1ccc(NC(=S)N2CCN(C(=O)c3ccco3)CC2)cc1OC	7	4%	6	·	-3%	14	2%	3%	5%	5%
O=C(NCC(c1cccnc1)N1CCN(c2ccccc2F)CC1)c1ccccc1 (stereo not drawn)	-22	12%	-2	4	-1%	9	-5%	1%	2%	6%
COc1ccc(NC(=O)CS(=O)c2cccc(Cl)c2)cc1 (stereo not drawn)	-4	-2%	-6	·	-1%	0	1%	3%	0%	0%
